IDE act = boosts human insulin-degrading enzyme activity in HEK cells | P14735 | FAbeta-B cleavage, fluorescence polarization; 0% vehicle, 100% cell-free pure enzyme wells | activation, % at 5.96 µM | actives 0.073% (n = 340,000);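 active means activation above the mean of all tested compounds plus 3 SD, set per screening campaign, cut at about 17% in these data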
p-CIP stab down = compounds decreasing mouse p/CIP protein stability. decrease of EGFP signal, % at 10 µM. F442A p/CIP-EGFP cells, EGFP fluorescence, 16 h. Q05BA5. actives 0.01% (n = 290,000);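 active means EGFP signal decrease of at least 30% at 10 µM or well 3 SD below plate mean, unless failing retest; inactive means the rest, including hits failing retest or dose response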; further: some compounds called inactive have numbers as strong as hits; many of its hits are not listed in these tables
Target sequence (Q05BA5 1-1403): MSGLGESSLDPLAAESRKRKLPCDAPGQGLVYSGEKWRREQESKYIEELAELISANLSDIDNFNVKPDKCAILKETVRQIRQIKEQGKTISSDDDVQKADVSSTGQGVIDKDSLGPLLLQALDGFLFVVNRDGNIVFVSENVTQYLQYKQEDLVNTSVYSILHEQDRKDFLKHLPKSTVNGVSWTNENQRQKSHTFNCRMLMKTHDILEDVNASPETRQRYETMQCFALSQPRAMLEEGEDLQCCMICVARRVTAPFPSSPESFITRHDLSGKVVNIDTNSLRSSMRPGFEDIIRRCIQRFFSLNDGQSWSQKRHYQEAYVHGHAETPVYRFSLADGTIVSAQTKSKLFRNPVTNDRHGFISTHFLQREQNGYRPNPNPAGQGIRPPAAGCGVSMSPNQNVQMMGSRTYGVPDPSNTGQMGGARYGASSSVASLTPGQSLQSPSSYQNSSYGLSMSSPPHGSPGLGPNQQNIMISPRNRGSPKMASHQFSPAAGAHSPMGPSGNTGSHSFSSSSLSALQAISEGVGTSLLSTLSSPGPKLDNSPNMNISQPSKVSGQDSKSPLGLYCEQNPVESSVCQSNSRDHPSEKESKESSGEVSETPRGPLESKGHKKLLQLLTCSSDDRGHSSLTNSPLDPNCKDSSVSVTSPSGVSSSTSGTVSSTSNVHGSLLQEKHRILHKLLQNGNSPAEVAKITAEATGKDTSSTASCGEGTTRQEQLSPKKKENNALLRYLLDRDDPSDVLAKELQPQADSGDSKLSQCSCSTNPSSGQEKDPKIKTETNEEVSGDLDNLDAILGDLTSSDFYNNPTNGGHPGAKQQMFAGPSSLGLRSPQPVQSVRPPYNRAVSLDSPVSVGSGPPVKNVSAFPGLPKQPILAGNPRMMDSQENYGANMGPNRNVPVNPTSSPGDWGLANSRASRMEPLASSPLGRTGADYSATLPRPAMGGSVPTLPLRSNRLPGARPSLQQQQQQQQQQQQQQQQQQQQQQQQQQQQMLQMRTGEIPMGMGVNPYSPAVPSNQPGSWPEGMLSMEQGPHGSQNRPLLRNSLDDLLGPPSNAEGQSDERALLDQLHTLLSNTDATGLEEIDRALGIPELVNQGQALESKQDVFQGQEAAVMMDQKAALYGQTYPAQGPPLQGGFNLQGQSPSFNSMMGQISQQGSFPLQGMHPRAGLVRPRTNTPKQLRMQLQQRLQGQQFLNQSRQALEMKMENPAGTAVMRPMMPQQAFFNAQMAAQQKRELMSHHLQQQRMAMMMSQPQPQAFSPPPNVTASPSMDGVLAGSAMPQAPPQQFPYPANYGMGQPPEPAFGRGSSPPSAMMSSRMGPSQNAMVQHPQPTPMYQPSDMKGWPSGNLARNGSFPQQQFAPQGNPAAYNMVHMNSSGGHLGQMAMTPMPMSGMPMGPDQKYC
UBC9 SUMO inh = blocks human SUMOylation mediated by UBC9 | P63279 | HTRF SUMOylation assay, SAE1/SAE2 + UBC9, in vitro | inhibition, % at 35 µM | actives 0.36% (n = 290,000); in the data active means inhibition above about 50%, passing the limit was not always enough; further: strong numbers were not always called active
GalR3 antag = blocks the human galanin receptor 3 | actives 0.44% (n = 360,000) | AID 651719 | HEK293 GalR3-CNG cAMP membrane potential fluorescence; galR3 body fused to GalR1 C-terminus | inhibition, % at 3 µM | O60755;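 active means inhibition above the screen-wide average plus 3 SD, cut at about 13% in these data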;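 further: forskolin and galanin both at EC90 stimulate the cells; cAMP rise reported by CNG channel membrane potential dye signal; 0% = forskolin plus galanin with DMSO and 100% = forskolin alone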
IMP-1 inh = inhibitors of Pseudomonas aeruginosa IMP-1 metallo-beta-lactamase; purified IMP-1, nitrocefin hydrolysis, epi-absorbance fluorescence; actives 0.45% (n = 290,000); inhibition, % at 5.6 µM;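 active means inhibition above the mean plus 3 SD of all compounds in the same screening run, cut at about 4.5% in these data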;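 further: 0% = IMP-1 with DMSO and 100% = DMSO wells lacking enzyme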
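System: purified IMP-1 / Input: IMP-1 dispensed at 0.2 nM / Medium: 50 mM HEPES pH 7.1, 50 µM ZnSO4, 0.05% Brij 35 / Timing: 15 min enzyme–compound preincubation, then 25 min nitrocefin reaction, 25 °C / Technique: plate fluorescence quenching by hydrolysis product, ex 480/em 530 nm / Repeats: singlicate testing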
NS3 helicase inh = inhibitors of Hepatitis C virus NS3 helicase. NS3 helicase DNA unwinding, Cy5 molecular beacon fluorescence. inhibition, % at 10.9 µM. actives 0.56% (n = 290,000);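 active means inhibition above the mean of all tested compounds plus 3 SD, set per campaign, cut at about 35% in these data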;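 further: 0% = DMSO wells and 100% = thioflavine S control wells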
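Measured by: Cy5 fluorescence, 0 and 60 min reads / Assay system: NS3 helicase fragment of HCV / Control set: low DMSO, high thioflavine S at 110 µM / Times: 1 h reaction at 25 °C, ATP-initiated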
CRFBP-R2 block = CRF-BP/CRF-R2 complex antagonism. inhibition, % at 11.8 µM. actives 0.59% (n = 350,000). HEK293 CRF-R2/CRF-BP, CRF-induced calcium fluorescence;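 active means inhibition of the ligand-induced calcium signal above about 50% at the single tested concentration, limit read from the data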
VIM-2 inh = blocks Pseudomonas aeruginosa VIM-2 metallo-beta-lactamase | purified VIM-2, nitrocefin hydrolysis, epi-absorbance fluorescence | inhibition, % at 5.6 µM | actives 0.89% (n = 290,000) | AID 1527;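 active means inhibition above the mean of all tested compounds plus 3 SD, cutoff set per screening run, cut at about 7.5% in these data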;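 further: red hydrolysis product quenches plate fluorescence so inhibitors raise well fluorescence; 0% = enzyme with DMSO and 100% = DMSO without enzyme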
IDE cell inh = inhibitors of human insulin-degrading enzyme in cells; HEK cells, FAbetaB cleavage, fluorescence polarization; inhibition, % at 5.59 µM; actives 0.41% (n = 320,000); AID 434962;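 active means percent inhibition above the average of all tested compounds plus 3 SD, set per screening campaign, cut at about 16% in these data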;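 further: IDE supplied by intact live HEK cells; FP after avidin binding of uncleaved biotin substrate so inhibition keeps polarization high; 0% = DMSO wells and 100% = 60 µM reference IDE inhibitor Ii1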
* = called active by the depositor; / = not tested or not shown; & = joins results of further samples.

No. | canonical_smiles | IDE act | p-CIP stab down | UBC9 SUMO inh | GalR3 antag | IMP-1 inh | NS3 helicase inh | CRFBP-R2 block | VIM-2 inh | IDE cell inh
1 | CN(C)CC#CCC(O)(c1ccccc1)C1CCCCC1 (stereo not given) | 5 | 0 | 4 | -10 | -3.0 | -13 | -11 | -1.4 | -3
2 | COC(=O)[C@]1(Cc2ccccc2)N[C@H](CN(C)S(=O)(=O)c2ccc(-c3ccccc3)cc2)[C@@H]2C(=O)N(Cc3ccccc3)C(=O)[C@@H]21 | 2 | / | / | -6 | / | / | -2 | / | -2
3 | CCN(CC)CCOc1ncnc2c1oc1ccccc12 | 5 | -4 | -24 | -6 | -0.3 | -18 | -2 | 15* | -2
4 | Cc1nc(C)c(C(=O)Nc2cccc(C)c2C)o1 | -4 | -14 | 17 | 1 | -2.0 | 3 | 9 | -0.6 | 8
5 | O=C(CN1C(=O)NC2(CCCCC2)C1=O)N1CCN(S(=O)(=O)c2cccc(F)c2)CC1 | 8 | -19 | 22 | -5 | -0.1 | 1 | 6 | -3.9 | -1
6 | Clc1ccc(OCc2nc(-c3ccccn3)no2)c(Br)c1 | -3 | -4 | -4 | 0 | -3.5 | -1 | 5 | -2.0 | -3
7 | Cc1ccccc1C(=O)Nc1c2c(nn1C(C)(C)C)CS(=O)(=O)C2 | 3 | -6 | -4 | -4 | -3.0 | 5 | 6 | -0.9 | -2
8 | CC(Cl)C(=O)c1ccc2c(c1)CCN2C(=O)C1CC1 (stereo not given) | 5 | 7 | 16 | 0 | -3.1 | 4 | -5 | -4.7 | 5
9 | Cc1c(NC(=O)c2ccco2)cccc1-c1nc2cccnc2s1 | 0 | 14 | 13 | / | -2.2 | -2 | -42 | 0.7 | 1
10 | CCC(COC(=O)Nc1cccc(C)c1C)NC(=O)OCC(C)C (stereo not given) | 0 | 9 | 2 | -7 | 2.5 | 0 | -13 | -0.1 | 0
11 | COC(=O)c1c(-c2ccc(N(C)C)cc2)sc2ccc(OC)cc12 | 5 | / | / | 2 | / | / | -5 | / | -1
12 | O=C1CCCCCN1Cc1nnc(SCc2nc3ccccc3s2)n1-c1ccccn1 | 2 | -13 | -6 | 3 | -3.5 | 5 | 15 | -3.1 | 10
13 | CN(c1ccc(F)cc1)S(=O)(=O)c1ccc(Cl)c(C(=O)Nc2ccncc2)c1 | 9 | / | / | -7 | / | / | 0 | / | 1
14 | O=C(NCc1ccc(F)cc1)C(c1ccccc1)N(CC1CCCO1)C(=O)Cn1nnc2ccccc21 (stereo not given) | 5 | -1 | 2 | -5 | -2.0 | -2 | -8 | -2.5 | -4
15 | O=C(Nc1nccs1)NC1CCCCC1 | 8 | 5 | 9 | -3 | -3.5 | 2 | -4 | -1.5 | -2
16 | COc1ccc2c(c1)c(CC(=O)Nc1ccc(C)cc1)c(C)n2C(=O)c1ccc(Cl)cc1 | 4 | -1 | 14 | -2 | 1.9 | -8 | 0 | -1.6 | -6
17 | Cc1c(Cl)c([N+](=O)[O-])nn1Cc1ccc(C(=O)Nc2ccc(Cl)cn2)o1 | 1 | -6 | 1 | -9 | -4.5 | 7 | -12 | -2.8 | 0
18 | CCN(Cc1ccccc1)Cc1cccc([N+](=O)[O-])c1 | 0 | 8 | -14 | -5 | -0.2 | 6 | 26 | 1.3 | 0
19 | COc1cccc(NC(=O)COC(=O)c2nc(Cl)ccc2Cl)c1 | 5 | -18 | 19 | -2 | -2.9 | -5 | 7 | -1.8 | -2
20 | Cc1nc(SCc2ccccc2)c2oc3ccccc3c2n1 | -3 | -39 | 9 | -5 | 1.6 | 28 | 3 | -1.9 | 9
21 | CCO[C@@H]1OC(C(=O)N2CCN(Cc3ccccc3)CC2)=C[C@H](c2csc3ccccc23)[C@H]1CCCO | 0 | 0 | -6 | -4 | -2.7 | 0 | 8 | -1.5 | 0
22 | O=C(c1ccc(Cn2c(=O)[nH]c3ccccc3c2=O)cc1)N1CCN(c2ccc(F)cc2)CC1 | -1 | -13 | 17 | -4 | -3.2 | -17 | -18 | 0.5 | -2
23 | c1ccc2c(c1)cnc1ccccc12 | 2 | -13 | 16 | -4&-2 | -0.4 | 17 | 3&-17 | 2.6 | 12&0
24 | Cc1ccc(Cl)cc1NC(=S)NN | / | -2 | 3 | -4 | -1.2 | -4 | 15 | 0.1 | 6
25 | Cc1ccsc1CNS(=O)(=O)c1ccc(F)cc1 | -5 | 0 | 8 | 2 | 0.1 | 4 | -6 | 1.1 | -1
26 | CCOC(=O)c1sc(NC(=O)CCN2CCCCCC2)c(C(=O)OCC)c1C | 0 | 7 | 6 | 1 | -2.4 | 9 | 8 | -2.8 | 1
27 | O=C(NCc1ccc(F)cc1)C(c1ccco1)N(C(=O)c1csnn1)c1ccccc1 (stereo not given) | 3 | 9 | -8 | -9 | -3.1 | -1 | -7 | -0.8 | 0
28 | S=C(NCC1CCCO1)Nc1ccc(Cl)c(Cl)c1 (stereo not given) | -3 | -5 | 3 | -5 | -1.3 | 6 | -10 | -1.1 | 3

By substructure: the compounds so far containing a furan ring, fused or not (5)
No. | canonical_smiles | IDE act | p-CIP stab down | UBC9 SUMO inh | GalR3 antag | IMP-1 inh | NS3 helicase inh | CRFBP-R2 block | VIM-2 inh | IDE cell inh
3 | CCN(CC)CCOc1ncnc2c1oc1ccccc12 | 5 | -4 | -24 | -6 | -0.3 | -18 | -2 | 15* | -2
9 | Cc1c(NC(=O)c2ccco2)cccc1-c1nc2cccnc2s1 | 0 | 14 | 13 | / | -2.2 | -2 | -42 | 0.7 | 1
17 | Cc1c(Cl)c([N+](=O)[O-])nn1Cc1ccc(C(=O)Nc2ccc(Cl)cn2)o1 | 1 | -6 | 1 | -9 | -4.5 | 7 | -12 | -2.8 | 0
20 | Cc1nc(SCc2ccccc2)c2oc3ccccc3c2n1 | -3 | -39 | 9 | -5 | 1.6 | 28 | 3 | -1.9 | 9
27 | O=C(NCc1ccc(F)cc1)C(c1ccco1)N(C(=O)c1csnn1)c1ccccc1 (stereo not given) | 3 | 9 | -8 | -9 | -3.1 | -1 | -7 | -0.8 | 0

3 entries already listed, arranged by length of the SMILES, smallest number first:
No. | canonical_smiles | IDE act | p-CIP stab down | UBC9 SUMO inh | GalR3 antag | IMP-1 inh | NS3 helicase inh | CRFBP-R2 block | VIM-2 inh | IDE cell inh
25 | Cc1ccsc1CNS(=O)(=O)c1ccc(F)cc1 | -5 | 0 | 8 | 2 | 0.1 | 4 | -6 | 1.1 | -1
4 | Cc1nc(C)c(C(=O)Nc2cccc(C)c2C)o1 | -4 | -14 | 17 | 1 | -2.0 | 3 | 9 | -0.6 | 8
21 | CCO[C@@H]1OC(C(=O)N2CCN(Cc3ccccc3)CC2)=C[C@H](c2csc3ccccc23)[C@H]1CCCO | 0 | 0 | -6 | -4 | -2.7 | 0 | 8 | -1.5 | 0

Reprinted, nos. 27–28
No. | canonical_smiles | IDE act | p-CIP stab down | UBC9 SUMO inh | GalR3 antag | IMP-1 inh | NS3 helicase inh | CRFBP-R2 block | VIM-2 inh | IDE cell inh
27 | O=C(NCc1ccc(F)cc1)C(c1ccco1)N(C(=O)c1csnn1)c1ccccc1 (stereo not given) | 3 | 9 | -8 | -9 | -3.1 | -1 | -7 | -0.8 | 0
28 | S=C(NCC1CCCO1)Nc1ccc(Cl)c(Cl)c1 (stereo not given) | -3 | -5 | 3 | -5 | -1.3 | 6 | -10 | -1.1 | 3

VIM-2 inh: what is marked active above.
No. | canonical_smiles | IDE act | p-CIP stab down | UBC9 SUMO inh | GalR3 antag | IMP-1 inh | NS3 helicase inh | CRFBP-R2 block | VIM-2 inh | IDE cell inh
3 | CCN(CC)CCOc1ncnc2c1oc1ccccc12 | 5 | -4 | -24 | -6 | -0.3 | -18 | -2 | 15* | -2

High-throughput results (PubChem BioAssay)
